ERp5 inh = blocks human ERp5 reductase activity on insulin. Q15084. AID 651711. 350,000 compounds, 0.05% hits. inhibition, % at 9.99 µM. ERp5 insulin aggregation, absorbance 650 nm, 90 min;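 active = mean replicate inhibition above about 25%, with every replicate also reaching it, limit read from the data, passing the limit was not always enough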
Target sequence (Q15084 whole entry, looked up): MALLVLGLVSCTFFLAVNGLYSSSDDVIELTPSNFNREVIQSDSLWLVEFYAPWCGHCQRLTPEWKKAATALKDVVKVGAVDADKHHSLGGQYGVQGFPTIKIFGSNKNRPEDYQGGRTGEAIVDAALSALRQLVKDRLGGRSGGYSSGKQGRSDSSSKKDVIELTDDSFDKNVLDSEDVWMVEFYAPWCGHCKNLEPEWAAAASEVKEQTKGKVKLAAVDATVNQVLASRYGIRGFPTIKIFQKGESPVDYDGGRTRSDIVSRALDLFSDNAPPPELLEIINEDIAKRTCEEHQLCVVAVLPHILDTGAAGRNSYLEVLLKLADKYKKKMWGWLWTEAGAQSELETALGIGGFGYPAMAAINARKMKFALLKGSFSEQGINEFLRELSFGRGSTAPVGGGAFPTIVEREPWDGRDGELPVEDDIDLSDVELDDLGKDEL
Statin myotox sup = suppression of simvastatin myotoxicity. C2C12 myotubes + simvastatin, ATP luminescence, 48 h; scaled: DMSO 0, geranylgeraniol control 100. AID 602340. 330,000 compounds, 0.78% hits. rescue of ATP level, % at 7.49 µM;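 active = mean ATP rescue above about 67%, or every replicate alone reaching that limit, limit read from the data, passing the limit was not always enough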;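 note: myotubes were challenged with 10 µM simvastatin during compound exposure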
miR-122 sensor = inhibitors of miR-122 in Huh7 cells; Huh7 miR-122 Renilla luciferase sensor, 48 h; neutral wells = 0, positive control = 100; 340,000 compounds, 0.3% hits; activation (reporter increase), % at 12.5 µM;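 active = mean replicate activation score at least 90 and every replicate individually at or above 90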;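 note: higher luciferase means less miR-122 activity so hits act as miR-122 inhibitors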
esBAF inh = SWI/SNF esBAF complex inhibition | reporter increase, % at 12.5 µM | mouse ES cells, Bmi1-luciferase knock-in reporter, 24 h; 100% = twice the neutral-well signal | 350,000 compounds, 2% hits | AID 602393; in the data active = activation above about 40%;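 note: 0% = median of the plate's neutral control wells and 100% = double that signal; a rise in the Bmi1 reporter signal indicates esBAF inhibition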
SIRT5 inh = inhibitors of human sirtuin-5 desuccinylase; Q9NXA8; 330,000 compounds, 1.1% hits; Purified SirT5, succinyl-peptide AMC, trypsin-coupled fluorescence; inhibition, % at 15 µM; in the data active = inhibition above about 15%
Target sequence (Q9NXA8 whole entry, looked up): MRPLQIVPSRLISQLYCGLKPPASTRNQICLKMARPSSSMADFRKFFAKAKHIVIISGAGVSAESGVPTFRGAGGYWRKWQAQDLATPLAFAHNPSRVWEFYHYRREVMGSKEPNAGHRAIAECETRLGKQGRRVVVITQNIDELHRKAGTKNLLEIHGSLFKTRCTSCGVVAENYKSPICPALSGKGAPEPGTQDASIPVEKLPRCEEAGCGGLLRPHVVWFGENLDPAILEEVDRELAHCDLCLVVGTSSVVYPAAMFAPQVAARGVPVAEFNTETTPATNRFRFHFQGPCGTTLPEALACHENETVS
ARNT TACC3 PPI = disrupts binding between human ARNT and TACC3 | Q9Y6A5 | inhibition, % at 9.99 µM | AlphaScreen His-ARNT PAS-B/GST-TACC3 binding, luminescence; TACC3 fragment carries E629A point mutation | 390,000 compounds, 0.66% hits;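 active = mean inhibition of replicates at least 50% and at least half of replicates each reaching 50%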;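 note: 0% = complete ARNT plus TACC3 wells and 100% = ARNT alone without TACC3; many hits fall short of the cut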
Cneo AK release = causes C. neoformans cell lysis; AID 651654; 360,000 compounds, 0.2% hits; adenylate kinase release luminescence, 4 h; normalised: neutral wells 0, clomiphene wells 100; lysis activity, % at 15 µM;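 active = mean lysis activity across replicates of at least 80%, whatever share of replicates individually reach that level; inactive = mean lysis activity below 80%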
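Test system: log-phase Cryptococcus neoformans yeast cells. Input: 5 × 10^6 yeast cells/mL. Medium: fresh YPD growth medium. Doses: single dose. Incubation: static 4 h at 37 °C with compound, 1 h detection. Measured by: luminescent adenylate kinase detection reagent. Read-out: signal increase indicating cell lysis. Benchmarks: Clomiphene.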
* hit, by the source's call; x = no result given; [ ] = remark or other dose. Compounds were not picked by outcome (roughly 4% active in at least one column).

Compound,ERp5 inh,Statin myotox sup,miR-122 sensor,esBAF inh,SIRT5 inh,ARNT TACC3 PPI,Cneo AK release
Cc1ccc(Cn2c(N3CCNCC3)nc3c2c(=O)[nH]c(=O)n3C)cc1,3,-2,-1,-2,-1,-3,1
Cc1ccc(C2NC(c3ccc(C)cc3)C(C)C(=O)C2C)cc1 (configuration not stated),-5,x,x,x,2,-10,x
Cc1cc(-c2ccc(S(=O)(=O)N3CCN(C)CC3)s2)on1,-3,-4,9,-2,0,-7,-1
CCOC(=O)C1=NOC(Cn2cc(C#N)c(=O)n(C)c2=O)C1 (configuration not stated),2,3,3,-3,-8,x,0
CCN1CCn2c1nc(N1CCCCC1)nc2=O,x,12,0,-4,x,-12,5
CN1CCN(C(=O)CN2C(=O)NC(C)(c3ccc4ccccc4c3)C2=O)CC1 (configuration not stated),-3,6,-10,2,-3,-4,-2
O=C(CCCN1C(=O)c2ccccc2C1=O)Nc1sc2c(c1C(=O)NCc1ccco1)CCC2,x,6,0,-8,x,2,0
N#CCC(CNc1ncc(C(F)(F)F)cc1Cl)OC(=O)c1cccc([N+](=O)[O-])c1 (configuration not stated),x,36,18,-7,x,1,2
Cc1ccccc1/[N+]([O-])=C/c1cccs1,3,2,-8,-7,x,-8,-2
CO[C@@H]1CC[C@H]2CCN(C)C(=O)CCCN(C)C(=O)c3cccc(C#N)c3OC[C@@H]1O2,-1,-2,x,-4,2,-4,4
Cc1cc(NC(=O)c2ccco2)ncc1NC(=O)Cc1ccccc1,x,5,1,45*,x,1,-2
Cc1cccc(/N=C2/NC(=O)C(Cc3ccccc3)S2)n1 (configuration not stated),6,-6,-3,-5,-5,4,-1
COc1ccc(S(=O)(=O)N2CCOCC2)cc1NC(=O)CSc1nnc(C2CC2)n1C,0,0,-7,-11,0,10,-2
COc1cc(OC)c2ccc(=O)oc2c1C(CCN1CCN(c2ccccc2)CC1)c1ccc2c(c1)OCO2 (configuration not stated),-6,-9,3,-10,x,5,-1
CCOc1ccc(C/C(N)=N/n2cnnc2)cc1,2,-3,-6,6,1,-5,1

Compound,ERp5 inh,Statin myotox sup,miR-122 sensor,esBAF inh,SIRT5 inh,ARNT TACC3 PPI,Cneo AK release
Cc1ccccc1CNC(=O)COc1ccccc1,0,-2,5,4,-4,x,-2
C[C@@H]1CN([C@H](C)CO)C(=O)c2cc(-c3cccc(F)c3)cnc2O[C@@H]1CN(C)CC1CCOCC1,-6,15,2[16.7 µM],-1,-2,-10,3
CCCCc1nc(N2CCN(C(=O)c3ccco3)CC2)c(C#N)c2c1CCCC2,2,-9,-2,-3,2,2,-1
Cc1csc(=O)n1CCC(=O)OCC(=O)Nc1ccc(S(N)(=O)=O)cc1,7,14,4,-7,-2,-6,-1
CCCc1cn(CC[C@@H]2CC[C@H](NC(=O)Cc3cccnc3)[C@H](CO)O2)nn1,0,-3,x,1,1,-4,39
Cc1onc(-c2ccccc2)c1C(=O)c1c[nH]c(C(=O)NCCCN2CCOCC2)c1,-1,x,6,x,-4,5,x
CCOC(=O)c1c(-c2ccccc2)csc1NC(=O)COc1ccc2c(C)cc(=O)oc2c1,7,x,x,x,-3,-8,x
NC1=NC(=O)/C(=C/c2ccc(Cl)cc2Cl)S1,0,-1,3,8,0,0,-1
C[C@@]12C(=O)N(c3cccc(Cl)c3)C(=O)N1[C@H](c1ccc(Cl)cc1)[C@@H]1C(=O)N(C3CCCCC3)C(=O)[C@@H]12,1,3,x,-5,x,-9,0
O=C(NCCCN1CCOCC1)c1ccccc1-c1ccccc1,x,x,0,-43,x,-3,-2
O=C(Nc1ccc(Cl)c(Cl)c1)Nc1ccccc1C(=O)O,x,10,2,-34,x,x,-9
COc1ccc(S(=O)(=O)NC(C)C(=O)NCc2cccnc2)cc1OC (configuration not stated),5,-4,2,0,-3,x,-2
CCc1nnc(NC(=O)CSc2ncnc3c2cnn3-c2ccc(OC)cc2)s1,x,15,-7,3,x,-10,0
O=c1[nH]c2cc(S(=O)(=O)CCO)ccc2o1,1,-7,-3,-8,-3,-2,-2
Cc1nc(-c2ccccn2)nc(SCC(=O)N2CCOCC2)c1Cl,7,x,-1,x,-1,2,0

Four entries from above, as labelled records.
NC1=NC(=O)/C(=C/c2ccc(Cl)cc2Cl)S1
  ERp5 inh = 0
  Statin myotox sup = -1
  miR-122 sensor = 3
  esBAF inh = 8
  SIRT5 inh = 0
  ARNT TACC3 PPI = 0
  Cneo AK release = -1

C[C@@]12C(=O)N(c3cccc(Cl)c3)C(=O)N1[C@H](c1ccc(Cl)cc1)[C@@H]1C(=O)N(C3CCCCC3)C(=O)[C@@H]12
  ERp5 inh = 1
  Statin myotox sup = 3
  miR-122 sensor = x
  esBAF inh = -5
  SIRT5 inh = x
  ARNT TACC3 PPI = -9
  Cneo AK release = 0

O=C(NCCCN1CCOCC1)c1ccccc1-c1ccccc1
  ERp5 inh = x
  Statin myotox sup = x
  miR-122 sensor = 0
  esBAF inh = -43
  SIRT5 inh = x
  ARNT TACC3 PPI = -3
  Cneo AK release = -2

O=C(Nc1ccc(Cl)c(Cl)c1)Nc1ccccc1C(=O)O
  ERp5 inh = x
  Statin myotox sup = 10
  miR-122 sensor = 2
  esBAF inh = -34
  SIRT5 inh = x
  ARNT TACC3 PPI = x
  Cneo AK release = -9

Carrying on:
Compound,ERp5 inh,Statin myotox sup,miR-122 sensor,esBAF inh,SIRT5 inh,ARNT TACC3 PPI,Cneo AK release
COC(=O)c1ccccc1NC(=O)c1cc(-c2ccco2)on1,-1,52,2,7,-2,-2,0
O=C(COc1ccccc1)OCc1csc(Nc2ccccc2)n1,3,x,x,x,-3,-15,3
CCc1nnc(SCC(=O)Nc2ccc3c(c2)OCO3)o1,x,-11,-1,-7,x,-14,2
COc1cc(S(=O)(=O)N2CCOCC2)ccc1NC(=O)COC(=O)CC12CC3CC(CC(C3)C1)C2,x,0,0,19,x,0,0
Cc1ccc(S(=O)(=O)N2CCC(C(=O)NCCCN3CCOCC3)CC2)cc1C,1,-3,0,-1,-3,-3,3
CCOC(=O)/C(C#N)=C1/C=CN(c2ccccc2)C=N1,x,x,-11,37,x,-4,1
COc1ccc(C(=O)Nc2c3c(nn2-c2ccc([N+](=O)[O-])cc2)CS(=O)(=O)C3)cc1,9,1,-4,1,5,-5,-1
CO[C@H]1CN(C)C(=O)c2ccc(NS(=O)(=O)CC(F)(F)F)cc2OC[C@@H](C)N(C(=O)NC(C)C)C[C@@H]1C,x,-6,30[16.7 µM],-2,x,x,x
COC(=O)[C@@H](Cc1c[nH]c2ccccc12)NC(=O)c1cc(=O)[nH]c2ccccc12,-5,-8,3,0,-3,4,-5
O=S(=O)(N[C@H]1CC[C@@H](CCn2cc(-c3ccc(F)cc3)nn2)O[C@@H]1CO)c1ccccc1F,1,-6,x,9,1,6,-1
Cc1sc(NC(=O)CCl)c(C(=O)c2ccccc2)c1C,x,x,-6,x,x,2,3
CC(C)(C)c1ccc(C(=O)OC/C(O)=C(\C#N)c2nc3ccccc3s2)cc1,-43,x,x,x,-3,-2,x
COc1ccc(Nc2nnc(SCC(=O)N3CCCC3)s2)cc1,x,3,-4,19,x,0,1
COc1c(-c2ccc([N+](=O)[O-])cc2[N+](=O)[O-])c(=O)n(C)c(=O)n1C,3,8,-9,-1,2,3,0
O=C(Cn1cnc2cc([N+](=O)[O-])ccc2c1=O)Nc1ccc2c(c1)OCO2,-2,x,x,x,-1,5,x

Compound,ERp5 inh,Statin myotox sup,miR-122 sensor,esBAF inh,SIRT5 inh,ARNT TACC3 PPI,Cneo AK release
CCCNC(=O)C[C@@H]1C[C@@H]2c3cc(NC(=O)Nc4ccc(OC)cc4)ccc3O[C@@H]2[C@H](CO)O1,1,-1,14[16.7 µM],-1,7,-2,79
Nc1ccc(C(=O)OCC(=O)N2CCc3ccccc3C2)cc1[N+](=O)[O-],-5,x,6,x,-4,-2,-2
CCC(=O)N1CCN(CCN=CC2=C(O)CC(c3ccc(OC)cc3)CC2=O)CC1 (configuration not stated),2,6,-1,0,-1,-2,-1
CC1CCC2(CC1)NC(=O)N(CC(=O)NCc1cccs1)C2=O (configuration not stated),-1,x,x,x,-1,-7,x
O=C(NCc1ccccc1)c1cnc2n(c1=O)CCS2,x,1,0,-7,x,-1,5
O=C(Cn1ncc2c([nH]c3ccccc32)c1=O)N1CCOCC1,5,-3,-3,-2,-3,4,0
CC1(C)COCN1C(=O)c1ccc(C#N)cc1,-4,-5,-6,-1,-2,12,3
COc1cccc(CN2CCN(c3cccc(C(F)(F)F)c3)CC2)c1OC,x,9,1,3,x,4,-3
O=[N+]([O-])c1ccc2c(c1)C(=Nc1ccccc1)c1ccccc1-2,2,-1,-5,5,-5,-6,-4
CC(NC(=O)c1ccc2c(c1)OCO2)c1cccc(C(F)(F)F)c1 (configuration not stated),-2,5,0,4,-4,x,0
Cc1c(C(=O)N(Cc2ccc(Cl)cc2)C2CCS(=O)(=O)C2)oc2ccccc12 (configuration not stated),0,14,0,-1,-6,x,0
C[C@@H]1CCCCO[C@@H](CN(C)Cc2ccncc2)[C@H](C)CN([C@H](C)CO)C(=O)c2cc(NS(C)(=O)=O)ccc2O1,6,-20,-8[16.7 µM],-5,2,6,-2
O=C(O)C[C@@H]1CC[C@H](NC(=O)c2ccncc2)[C@@H](CO)O1,7,-1,1[16.7 µM],0,-5,2,2
CC(=O)N1CC23C=CC(CC2CC12CCCCCC2)O3 (configuration not stated),-4,x,2,0,0,2,2
Cn1c(CCCOc2ccc(Cl)cc2Cl)nnc1SCC(=O)Nc1ccc(F)c(Cl)c1,x,x,-2,x,x,-6,-6

Compound,ERp5 inh,Statin myotox sup,miR-122 sensor,esBAF inh,SIRT5 inh,ARNT TACC3 PPI,Cneo AK release
CCC1S/C(=N/N=C/c2ccco2)N(Cc2ccc(F)cc2)C1=O (configuration not stated),2,0,1,-5,-1,x,5
CC(C)=CCCC1=CCC(/C(C)=N/NC(N)=O)CC1 (configuration not stated),-5,x,2,x,1,-4,x
CN1CCN(S(=O)(=O)c2ccc(N(C)Cc3cccs3)nc2)CC1,x,-3,3,4,x,2,0
COc1ccc(C2c3c(ncn(CCCO)c3=N)Oc3ccc4ccccc4c32)cc1OC (configuration not stated),-13,x,0,x,0,x,3
Cc1ccccc1S(=O)(=O)NCC[C@@H]1CC[C@H](NS(=O)(=O)c2ccccc2C)[C@@H](CO)O1,0,-1,-4[16.7 µM],-3,-3,2,2
CC(=O)c1c(C(C)=O)c(C)n(-c2ccc(O)cc2)c1C,x,-14,-3,8,x,14,1
COc1ccccc1CC(=O)Nc1ccon1,2,-5,5,11,x,-1,-1
CC(C)(C)OC(=O)N/N=C\c1ccc(OC(=O)c2cccs2)cc1,x,6,2,12,x,x,2
CC(C)NC[C@H]1[C@@H](c2ccc(C3=CCCCC3)cc2)[C@@H](CO)N1C(=O)NC(C)C,3,-146,0[16.7 µM],-6,-4,12,7
CC(C)=CCc1c(O)cc(O)c2c(=O)c(O[C@@H]3O[C@@H](C)[C@H](O)[C@@H](O)[C@H]3O)c(-c3ccc(O)cc3)oc12,x,-9,-2,-12,x,18,-2
CC1=C(C(=O)OCc2ccccc2)C(c2ccc(Cl)cc2)NC(=O)N1CCCCCC(=O)O (configuration not stated),0,-7,x,1,x,10,6
